hIAP activ – increases human intestinal alkaline phosphatase activity | P09923 | purified human IAP, CDP-Star luminescence, 30 min; stronger effect = higher value; 1 = vehicle-only enzyme, 0 = enzyme-free background | activation factor at 10 µM | hit rate 0.16% among 330,000;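 active means activation factor of the enzyme at least 2-fold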; further: the source names both 10 and 20 µM as test concentration; values of inactives mirror those of a sister screen read the other way
ATG4B inhibitor – blocks human ATG4B protease cleavage of LC3 substrate | hit rate 0.51% among 340,000 | Q9Y4P1 | inhibition, % at 8.33 µM | AID 504462 | ATG4B cleavage of LC3-PLA2, NBD-HPC fluorescence, 1 h; in the data active means inhibition above about 40%
Target sequence (Q9Y4P1 whole entry, looked up): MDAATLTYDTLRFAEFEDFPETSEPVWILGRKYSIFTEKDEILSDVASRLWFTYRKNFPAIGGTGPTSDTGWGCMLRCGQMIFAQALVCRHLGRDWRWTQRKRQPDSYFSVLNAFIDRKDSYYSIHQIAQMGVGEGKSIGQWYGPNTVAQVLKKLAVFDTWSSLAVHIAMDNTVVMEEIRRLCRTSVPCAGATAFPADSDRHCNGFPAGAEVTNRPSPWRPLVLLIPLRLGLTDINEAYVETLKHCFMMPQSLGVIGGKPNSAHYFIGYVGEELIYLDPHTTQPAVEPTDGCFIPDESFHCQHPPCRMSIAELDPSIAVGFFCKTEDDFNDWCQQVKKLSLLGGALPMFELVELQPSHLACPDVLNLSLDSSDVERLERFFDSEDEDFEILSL
PfG6PD inh – PfG6PD (Plasmodium falciparum) enzyme inhibition. PfGluPho enzyme, NADPH resazurin-diaphorase fluorescence. inhibition, % at 20 µM. hit rate 0.78% among 350,000. AID 504690;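 active means inhibition reaching at least a set limit at 20 µM in the primary screen, cut at about 59% in these data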;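 further: 0% = DMSO wells with substrate and 100% = DMSO wells lacking glucose-6-phosphate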
GRIN3A LBD mod – modulates the human NR3A ligand-binding domain; NR3A LBD differential scanning fluorimetry, Tm shift; 0% = protein alone, 100% = glycine-bound protein; hit rate 2.5% among 340,000; Tm shift relative to glycine control, % at 25 µM;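 active means melting temperature shift of at least 10% of the positive control shift, at one fixed dose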
MPTP inh – blocks calcium-induced mitochondrial swelling | hit rate 1.4% among 360,000 | AID 602449 | inhibition, % at 10 µM | isolated mouse mitochondria, Ca2+ swelling absorbance, 30 min;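 active means inhibition of 50% or more, scaled per plate between neutral and stimulator controls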;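 further: 0% = DMSO wells given calcium and 100% = 1 mM EGTA wells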
SENP1 inh – inhibitors of human SENP1 SUMO protease catalytic domain. Q9P0U3. recombinant SENP1 catalytic domain, CyPet-SUMO1-YPet FRET cleavage. hit rate 0.21% among 360,000. inhibition, % at 10 µM;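 active means inhibition at least 30% at 10 µM, raw YFP signal under a set limit, fluorescence ratio 0.5 to 1.5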;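 further: 0% = enzyme with DMSO and 100% = no enzyme wells; some results filed as inactive read as strong as hits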
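system = hSENP1 catalytic domain, recombinant | reagent = SFCypet-SUMO1-SFYpet substrate at 25 nM | doses = one dose per compound, 10 µM, 0.5% DMSO | incubation = enzyme reaction for 50 min at room temperature, dark | measured by = FRET, CFP and YFP emission | controls = no-enzyme low, enzyme-DMSO high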
SENP8 block – SENP8 (human) protease inhibition; recombinant SENP8, Nedd8 substrate fluorescence; hit rate 0.64% among 360,000; inhibition, % at 20 µM; Q96LD8; in the data active means inhibition mostly above about 40%, no sharp cut-off; inactive means mostly below about 27%
Target sequence (Q96LD8 whole entry, looked up): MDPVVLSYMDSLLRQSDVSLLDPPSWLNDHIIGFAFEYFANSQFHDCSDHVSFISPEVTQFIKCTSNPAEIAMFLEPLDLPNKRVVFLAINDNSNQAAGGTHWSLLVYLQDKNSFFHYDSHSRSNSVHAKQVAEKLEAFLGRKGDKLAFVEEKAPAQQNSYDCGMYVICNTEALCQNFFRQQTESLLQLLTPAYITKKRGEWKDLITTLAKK
SENP6 block – SENP6 protease inhibition | hit rate 1.8% among 330,000 | AID 2599 | Recombinant SENP6 catalytic domain, aminoluciferin luminescence | inhibition, % at 10 µM | Q9GZR1;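 active means inhibition above about 50% at the single tested dose, limit read from the data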;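 further: plate controls were DMSO wells with enzyme for no effect and DMSO wells lacking enzyme for full effect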
Target sequence (Q9GZR1 628-1112 limits assumed): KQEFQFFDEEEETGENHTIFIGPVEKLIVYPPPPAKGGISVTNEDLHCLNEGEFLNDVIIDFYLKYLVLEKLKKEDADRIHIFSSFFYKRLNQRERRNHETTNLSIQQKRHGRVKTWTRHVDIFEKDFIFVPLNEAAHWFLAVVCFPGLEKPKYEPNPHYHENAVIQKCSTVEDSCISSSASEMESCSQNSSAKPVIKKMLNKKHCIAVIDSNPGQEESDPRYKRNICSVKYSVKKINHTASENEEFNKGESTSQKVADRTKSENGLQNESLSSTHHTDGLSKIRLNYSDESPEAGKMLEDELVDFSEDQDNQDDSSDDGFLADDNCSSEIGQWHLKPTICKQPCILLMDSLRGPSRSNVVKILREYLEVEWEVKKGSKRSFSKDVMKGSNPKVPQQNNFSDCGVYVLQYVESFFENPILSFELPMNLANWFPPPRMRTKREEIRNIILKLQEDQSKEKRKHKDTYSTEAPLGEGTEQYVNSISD
* = called active by the depositor; i = inactive; x = no result given. An unsorted share of the library. About 6.7% of those tested had a hit in this group.

structure | hIAP activ | ATG4B inhibitor | PfG6PD inh | GRIN3A LBD mod | MPTP inh | SENP1 inh | SENP8 block | SENP6 block
CCC1([N+](=O)[O-])COC(C=Cc2ccccc2)OC1 (stereo not given) | x | 1 | -5 | -1 | -0.1 | 3 | 15 | x
CC(C)(C)C(=O)O/N=C(\N)c1ccc(Br)cc1 | 1 | -4 | 2 | 2 | 0.9 | 2 | 7 | -22
CCOc1cccc(N(C(=O)C2COc3ccccc3O2)C(C(=O)NC2CCCCC2)c2ccc(O)cc2)c1 (stereo not given) | 0.9 | 7 | -11 | -1 | -0.4 | 2 | 9 | 1
COCCNC(=O)CSc1cc(-c2ccccc2)c2ccc(OC)cc2n1 | 0.97 | 29 | -9 | -7 | -1.4 | -5 | -166 | -2
Oc1oc(-c2ccccc2)nc1C=Nc1cccc2ccccc12 | 0.8 | -1 | 11 | -7 | 1.8 | -23 | -149 | -7
COCCCn1c(-c2ccsc2)nc2c1c(=O)[nH]c(=O)n2Cc1ccccc1 | 1.1 | 10 | 1 | -2 | -0.1 | -8 | -50 | 11
CCOC(=O)c1ccc(Nc2ncnc3ccc(C)cc23)cc1 | 0.87 | -12 | -3 | 0 | 0.7 | -3 | i | -18
Cc1onc(-c2ccc(Cl)cc2)c1-c1ccnc(SCC(=O)Nc2cc(Cl)cc(Cl)c2)n1 | 0.92 | 0 | 2 | 0 | 50* | -3 | 2 | -10
O=C(CSc1nnc(-c2ccncc2)o1)Nc1cccc(Cl)c1 | 1.3 | -16 | 8 | -2 | -0.2 | 1 | 5 | -15
O=C(NCc1cccnc1)c1nn2cccnc2c1Cl | 0.93 | -5 | -7 | 1 | -0.1 | -3 | -5 | -18
O=C(NCc1ccc2c(c1)OCO2)NC12CC3CC(CC(C3)C1)C2 | 0.97 | 8 | 17 | -4 | -0.2 | 1 | 9 | 14
Cc1ccsc1/C=N/NC(=O)Cn1cnc2ccccc21 | 1.1 | 0 | 12 | -2 | 0.8 | 0 | 12 | 11
O=C1NC(=O)/C(=C\c2ccccc2OCc2ccc([N+](=O)[O-])cc2)N1 | 0.92 | -19 | 39 | -2 | 1.2 | 2 | -6 | 1
Cc1cc(C)n(C(=O)CNC(=O)c2ccc(C(C)(C)C)cc2)n1 | 0.98 | -3 | 8 | 0 | 0.1 | 1 | 11 | 7
CC1(C)Cc2c(sc(NC(=O)COc3ccc(Cl)cc3)c2C#N)C(C)(C)N1 | 0.88 | 0 | -8 | -5 | -0.2 | -54 | 2 | 0
CCC1CCC(C(=O)NC(C(=O)NCCc2ccc(S(N)(=O)=O)cc2)C(C)C)CC1 (stereo not given) | 1.1 | -2 | -9 | -11 | 0.0 | 0 | 10 | -30
COC(=O)CCC(=O)Nc1sc(C)c(C)c1C(N)=O | 0.97 | 5 | 52 | -1 | -4.8 | 2 | 23 | -10
O=C(CSCc1ccc(Cl)cc1)NN=C1CCCC1 | 1 | 10 | -9 | -8 | 1.4 | 2 | 15 | -11
CC1CN(C(=O)CN2C(=O)c3ccccc3C2=O)CC(C)O1 (stereo not given) | 0.94 | 4 | 3 | -3 | -0.9 | 1 | 30 | -14
Cc1cc(C)c(S(=O)(=O)NCc2ccc3c(c2)OCO3)c(C)c1 | 0.91 | -2 | 19 | -1 | 1.1 | 0 | 10 | 6
O=C(CN1C(=O)c2ccccc2S1(=O)=O)Nc1ccc(S(=O)(=O)N2CCCCCC2)cc1 | 1.1 | -23 | -2 | -8 | 2.9 | 2 | 8 | -18
OCCNc1nc2ccccc2n1CC(O)c1ccccc1 (stereo not given) | 1.1 | -11 | 11 | -2 | 0.1 | -2 | 1 | 12
CC1CCN(c2ccc3c(c2)S(=O)(=O)c2cc(C(=O)O)ccc2C3=O)CC1 | x | x | -22 | x | 0.1 | -27 | -16 | x
CCOC(=O)C[C@H]1c2ccc(C(F)(F)F)cc2S(=O)(=O)N1Cc1ccccc1 | 1.1 | -2 | 5 | 3 | -0.2 | 0 | 10 | -7
COCCN(C(=O)c1ccc(OC2CCN(S(=O)(=O)N(C)C)CC2)cc1)C(C)C | 1.1 | -6 | 5 | 0 | -0.5 | 0 | 12 | -2

Compound profiles, as listed above. Order of values: hIAP activ | ATG4B inhibitor | PfG6PD inh | GRIN3A LBD mod | MPTP inh | SENP1 inh | SENP8 block | SENP6 block
CCOC(=O)C[C@H]1c2ccc(C(F)(F)F)cc2S(=O)(=O)N1Cc1ccccc1 is entered as 1.1 | -2 | 5 | 3 | -0.2 | 0 | 10 | -7
COCCN(C(=O)c1ccc(OC2CCN(S(=O)(=O)N(C)C)CC2)cc1)C(C)C is entered as 1.1 | -6 | 5 | 0 | -0.5 | 0 | 12 | -2

(more compounds)
structure | hIAP activ | ATG4B inhibitor | PfG6PD inh | GRIN3A LBD mod | MPTP inh | SENP1 inh | SENP8 block | SENP6 block
Cc1n[nH]c2ccc([N+](=O)[O-])cc2c1=O | x | x | -2 | x | 1.3 | 2 | 12 | x
COc1ccc(CCNC(=O)C(=O)NCC2OCCN2C(=O)c2ccc(Cl)cc2)cc1OC (stereo not given) | 1.2 | -8 | 13 | 1 | 0.5 | 0 | 4 | -13
Cc1cc(C)n(-c2cccc(Cl)c2)c(=O)c1C#N | 1 | -20 | -7 | 2 | 3.0 | -1 | -100 | -36
Cc1c(-c2ccccc2)nc2ccccc2c1C(=O)Nc1ccncc1 | 0.84 | -5 | -7 | -5 | 0.2 | 2 | 24 | 0
O=C(CN1CCOCC1)NCC12CC3CC(CC(C3)C1)C2 | 0.85 | -1 | -7 | 3 | -0.4 | 2 | 11 | 12
CCN(CC(=O)Nc1c(F)cccc1F)C(=O)c1ccc(NC(=O)CC2SC(N3CCCC3)=NC2=O)cc1 (stereo not given) | 0.91 | 4 | -9 | -1 | -0.3 | 2 | 4 | 5
Clc1ccc(CN2CCSCC2)c(Cl)c1 | 1 | 4 | -11 | -2 | 0.1 | 1 | 7 | -10
COc1ccc(-c2ccc(-c3nnc(Cc4ccc(OC)c(OC)c4)o3)cc2)cc1 | 1.1 | -9 | 1 | 3 | 4.2 | 1 | -282 | 4
CCCn1c(CNc2ccccc2O)nc2ccccc21 | 1 | 1 | 34 | 1 | -0.9 | -1 | -5 | 3
CCOc1ccc(-c2nc[nH]c2[N+](=O)[O-])cc1 | 0.96 | 5 | -9 | 3 | -0.6 | 0 | 0 | -2
COc1ccc(Cl)cc1NC(=O)CSc1nnc(COc2ccccc2)n1N | 1 | 4 | 8 | 2 | -3.4 | 1 | 18 | -12
CN(C=[N+](C)C)c1cccc2c1C(=O)c1ccccc1C2=O | 1.1 | 4 | -3 | -4 | 0.1 | -28 | 14 | 12
COc1cc(CNC(=O)c2ccc3oc(C(C)C)nc3c2)cc(OC)c1 | 1.1 | 32 | -9 | 0 | 0.6 | -2 | 7 | -20
Cc1cc(C(=O)N(C2CCCCC2)C2CCCCC2)no1 | 1.2 | 10 | -11 | 3 | -0.5 | 2 | 1 | -6
CCNC(=O)/C(C#N)=C/c1c(N2CCN(c3ccc(OC)cc3)CC2)nc2c(C)cccn2c1=O | 1.1 | 17 | 19 | 4 | 0.3 | -177 | -314 | -2
CC(=O)c1cc2c(cc1N/C(=N/S(=O)(=O)c1ccc(Br)cc1)c1ccccc1)OCO2 | 0.87 | 3 | -12 | -2 | 1.8 | -21 | -108 | -4
CCOC(=O)[C@H]1[C@H]2COc3ccc(C)cc3[C@@H]2N2C(=O)c3cc(F)c(F)cc3NC(=O)[C@@]12C | 1.1 | -7 | -5 | -2 | 0.3 | 1 | 0 | -28
O=C(C1CC(c2ccccc2O)=NO1)N1CCc2ccccc2C1 (stereo not given) | 0.73 | 22 | 15 | -5 | 0.2 | -1 | 4 | -14
CC(=O)SC1CC(=O)N(c2ccc(C(C)(C)C)cc2)C1=O (stereo not given) | 1.1 | 4 | 9 | 1 | 2.0 | 0 | 14 | 20
C=C(CCO)C1=CCN(S(=O)C(C)(C)C)[C@H]1CCO (stereo not given in full) | x | 3 | -7 | 0 | 0.6 | -2 | 12 | x
CCOC(=O)Cc1csc(SC(C)C(=O)NC2CCCCC2C)n1 (stereo not given) | 0.96 | 4 | -1 | -5 | 0.3 | 3 | 22 | -6
O=C(Nc1ccc(Cl)cc1C(=O)NCCN1CCOCC1)c1ccco1 | 1.1 | 3 | -4 | -15 | 0.8 | 1 | -40 | -8
O=C(N=C1SC2CS(=O)(=O)CC2N1c1ccccc1C(F)(F)F)C1CCCO1 (stereo not given) | 0.78 | -3 | -6 | -2 | -1.6 | 1 | 5 | 5
COc1cccc(CNC(=O)CCS(=O)(=O)Cc2ccc(C)cc2)c1 | 1.2 | 0 | -1 | 0 | -1.3 | 2 | 14 | -4
CC(=O)Nc1ccc(N2C(=O)CCC2=O)cc1C | 0.8 | -4 | -20 | -1 | 4.9 | 1 | 31 | -1

Later entries
structure | hIAP activ | ATG4B inhibitor | PfG6PD inh | GRIN3A LBD mod | MPTP inh | SENP1 inh | SENP8 block | SENP6 block
COCCNC(=S)N/N=C(\C)c1ccc(O)cc1 | 1.2 | 7 | -7 | -6 | 0.0 | 1 | 15 | 1
Cc1oc2c(C)c3oc(=O)c(CCC(=O)N[C@@H](CC(C)C)C(=O)O)c(C)c3cc2c1C | 0.98 | 4 | -29 | 1 | 0.5 | -56 | -268 | -14
CSCC[C@H](NC(=O)c1cccc(S(=O)(=O)N2CCCCCC2)c1)c1nc2ccccc2[nH]1 | 1.2 | -13 | -1 | -8 | 2.6 | -4 | -12 | -9
Cc1nc2n(n1)C(c1ccccc1)C1=C(CC(c3ccco3)CC1=O)N2 (stereo not given) | 1.2 | -11 | 14 | -2 | 0.4 | 0 | -73 | -8
Cc1cccc(-c2oc3ccccc3c2C#CCCCCO)c1 | 1.3 | 32 | 16 | -3 | 1.0 | 1 | -491 | -19
CCOC(=O)C1(C)NC(c2ccccc2F)C2C(=O)N(CC)C(=O)C21 (stereo not given) | 0.87 | 2 | -10 | 0 | 0.8 | 3 | 19 | -30
Cc1cccc(NC(=O)c2nc[nH]c2C(=O)NC[C@@H](C)O)c1 | x | x | 11 | x | -2.1 | 2 | 15 | x
C=CCn1c(SCC(N)=O)nnc1-c1ccccc1O | 1.1 | 0 | -4 | -1 | -0.2 | 2 | 27 | -7
C=C(Cl)COc1ccc2c(C)cc(=O)oc2c1 | 0.91 | 1 | 7 | 0 | 0.1 | 1 | -74 | -3
O=C(Nc1nnc(SCc2cccnc2)s1)C1CC(=O)N(c2ccc(F)cc2)C1 (stereo not given) | 1.2 | -2 | 2 | 1 | 0.6 | 0 | -1 | 5
Cc1cc(OCC(=O)N[C@@H](Cc2ccccc2)c2nc3ccccc3[nH]2)ccc1Cl | 1.1 | -3 | -16 | -1 | 6.4 | -1 | 18 | -3
CCOc1nc(Nc2ccc([N+](=O)[O-])cc2)nc(NC(C)(C)C)n1 | 0.84 | -7 | 10 | 0 | 1.0 | 0 | -217 | -6
COc1ccc(NC(=O)CNC(=O)C2CCCCC2)cc1OC | 1 | 5 | -3 | -3 | -0.3 | 0 | 5 | -11
CCN(c1ccc(OC)cc1)S(=O)(=O)c1csc(C(=O)N2CCCC2)c1 | 1.2 | -1 | -4 | 2 | 0.2 | 0 | 9 | 3
CCCCN1C(=O)C(=O)N(CC(=O)N2CCN(c3ccccc3)CC2)C1=O | 1.1 | -5 | -4 | 2 | 0.1 | -1 | 8 | 6
COc1ccccc1/C=C/C=N/n1c(-c2cc(C)[nH]n2)n[nH]c1=S | 2.1* | 0 | 17 | 2 | -2.2 | -1 | -44 | -15
COc1cccc(C(=O)N2N=C(c3ccccn3)CC2(O)C(F)(F)F)c1 (stereo not given) | 1.1 | -8 | -5 | -3 | 1.0 | -2 | 10 | -23
COc1ccc(C(=O)OCC(=O)NC2CCCCCC2)c(OC)c1 | 1.2 | -7 | 0 | 0 | 0.3 | -2 | 2 | 1

Source: PubChem BioAssay
